Compound activity: PubChem BioAssay, The Scripps Research Institute Molecular Screening Center
PLC-beta3 inh: PLC-beta3 (human) inhibition, primary screen; hit rate 0.18% among 370,000; inhibition, % at 12.2 µM; AID 720704; Q01970; Purified PLC-beta3, fluorogenic substrate, fluorescence; in the data active = inhibition above about 11%;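 also: 0% = median of compound wells on plate and 100% = full blocker control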
Tn7 DDE FP: inhibitors of Tn7 peptide binding to human fibrin DD(E). inhibition, % at 8.3 µM. FP displacement of FITC-Tn7 peptide from fibrin DD(E); 0% = median of compound wells per plate. hit rate 0.13% among 370,000. P02675;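 active = inhibition above the mean of compounds falling within the control limits plus 3 SD of them, cut at about 14% in these data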;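 also: 0% = plate median of compound wells and 100% = 10 µM Aha-Tn7 peptide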
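Also added: labelled Tn7 tracer, 0.1 µM; Assay system: human fibrin DD(E) protein; Amount: 2 µM fibrin DD(E); Schedule: 10 min compound pre-incubation, 3 h probe incubation at room temperature; Repeats: one replicate per compound; Read-out basis: percent inhibition; Measured by: fluorescence polarization of the labelled Tn7 tracer.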
ASAP1 GAP inh: ASAP1 ArfGAP inhibition; ASAP1-stimulated ARF1 GTP hydrolysis, GDP FP detection; inhibition, % at 16.5 µM; hit rate 0.19% among 360,000; Q9ULH1; in the data active = inhibition above about 25%;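 also: 0% = vehicle with enzyme and substrate and 100% = no enzyme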
ADAM17 inh: inhibits human ADAM17. P78536. recombinant ADAM17, EDANS/DABCYL FRET peptide cleavage. inhibition, % at 6.95 µM. hit rate 0.83% among 370,000. AID 720648;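 active = inhibition above the mean of compounds lying between control limits plus 3 SD, set per campaign, cut at about 8.5% in these data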;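 also: 0% = DMSO-only wells as the low control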
Target sequence (P78536 215-824 limits assumed): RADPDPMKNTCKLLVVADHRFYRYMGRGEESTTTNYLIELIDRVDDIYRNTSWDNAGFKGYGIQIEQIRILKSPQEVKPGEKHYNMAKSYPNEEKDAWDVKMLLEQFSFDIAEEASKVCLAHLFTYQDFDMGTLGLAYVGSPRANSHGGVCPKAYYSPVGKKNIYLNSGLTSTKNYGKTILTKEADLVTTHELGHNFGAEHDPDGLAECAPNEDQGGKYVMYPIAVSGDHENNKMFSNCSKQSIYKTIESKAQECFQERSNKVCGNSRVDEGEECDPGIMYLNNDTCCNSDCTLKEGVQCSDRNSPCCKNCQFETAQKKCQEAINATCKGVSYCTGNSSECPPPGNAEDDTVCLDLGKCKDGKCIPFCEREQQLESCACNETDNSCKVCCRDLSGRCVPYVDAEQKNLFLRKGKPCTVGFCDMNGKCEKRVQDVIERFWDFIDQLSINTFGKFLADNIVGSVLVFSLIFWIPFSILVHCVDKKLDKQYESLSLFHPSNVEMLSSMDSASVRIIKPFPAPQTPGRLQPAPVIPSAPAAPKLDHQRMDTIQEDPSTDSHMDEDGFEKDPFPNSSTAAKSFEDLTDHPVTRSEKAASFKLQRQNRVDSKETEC
PLCg1 inh: inhibitors of human phospholipase C gamma1; P19174; purified PLC-gamma1, fluorogenic substrate, fluorescence; inhibition, % at 12.2 µM; AID 720700; hit rate 0.84% among 370,000; in the data active = inhibition above about 9.5%
ARFGAP1 inhibitor: inhibitors of rat ARFGAP1 | inhibition, % at 16.5 µM | Q62848 | Arfgap1-stimulated ARF1 GTP hydrolysis, GDP FP detection | AID 651572 | hit rate 0.26% among 360,000;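 active = inhibition above a per-plate limit, mean inhibition of low control wells plus 3 SD, cut at about 25% in these data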;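 also: 0% = DMSO wells with enzyme and 100% = wells lacking Arfgap1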
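Material – truncated rat Arfgap1 GAP domain · Buffer or medium – HEPES-based buffer, pH 7.5 · Reagent – human ARF1(Δ1-17)-GTP substrate · Dosing – 16.5 µM single point, 1.26% DMSO · Schedule – GTP hydrolysis reaction 2 h at 25 °C · Technique – GDP detection by fluorescence polarization · Benchmarks – No-Arfgap1 wells (100%) versus DMSO full-reaction wells (0%) · Repeats – single replicate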
KLK7 zymogen act: activators of human kallikrein-7 zymogen; activation, % at 7 µM; purified proKLK7, EDANS-DABCYL substrate fluorescence; 100% is mature enzyme control, 0% vehicle; hit rate 0.9% among 370,000;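 active = activation above the mean of all tested compounds plus 3 SD, computed per campaign excluding outliers beyond control limits, cut at about 13% in these data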
MBD2 inh: inhibitors of human MBD2 binding to methylated oligonucleotide; Q9UBB5; TR-FRET; inhibition, % at 4.4 µM; hit rate 0.31% among 370,000; in the data active = inhibition above about 13%
Target sequence (Q9UBB5 whole entry, looked up): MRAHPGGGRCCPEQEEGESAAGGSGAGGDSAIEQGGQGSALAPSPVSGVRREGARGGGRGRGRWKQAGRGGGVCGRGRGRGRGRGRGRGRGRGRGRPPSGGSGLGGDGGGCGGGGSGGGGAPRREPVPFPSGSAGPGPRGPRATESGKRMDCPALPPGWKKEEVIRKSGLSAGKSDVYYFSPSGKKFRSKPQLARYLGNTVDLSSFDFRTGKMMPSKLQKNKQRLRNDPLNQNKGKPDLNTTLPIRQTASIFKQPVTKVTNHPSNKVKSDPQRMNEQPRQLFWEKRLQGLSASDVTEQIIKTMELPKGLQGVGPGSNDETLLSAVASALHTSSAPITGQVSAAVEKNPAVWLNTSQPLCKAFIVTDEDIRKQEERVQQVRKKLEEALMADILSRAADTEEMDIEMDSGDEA
UHRF1 binding: blocks human UHRF1 binding to methylated DNA; Q96T88; UHRF1 binding to methylated oligo, TR-FRET; inhibition, % at 4.4 µM; hit rate 0.75% among 370,000; in the data active = inhibition above about 21%;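 also: UHRF1 SRA domain binding a hemimethylated CpG hairpin DNA probe; 0% = median of test compound wells and 100% = reference inhibitor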
DDE Tn6 FP inh: DD(E)-Tn6 binding inhibition, primary FP screen; P02675; Fibrin DD(E) TRITC-Tn6 fluorescence polarization displacement; inhibition, % at 8.3 µM; hit rate 0.21% among 370,000; AID 720509;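 active = inhibition above a per-campaign cutoff: mean of compounds within control limits plus 3 SD, cut at about 15% in these data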;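 also: 0% = median of all compound wells on the plate and 100% = blocking peptide control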
An asterisk follows results filed as active; x = no result given.

compound	PLC-beta3 inh	Tn7 DDE FP	ASAP1 GAP inh	ADAM17 inh	PLCg1 inh	ARFGAP1 inhibitor	KLK7 zymogen act	MBD2 inh	UHRF1 binding	DDE Tn6 FP inh
CCn1c(=O)n(CC)c2cc(N3CCCC3)c(NC(=O)c3cc(Cl)ccc3OC)cc21	-15	-2	8	1	-8	12	0.6	3	-1	7
CN(C)C(=O)c1ccc2c3c(cccc13)CC2	1	-3	-5	2	2	-12	0.6	-3	-4	2
COc1ccccc1-c1ccc(SCC(=O)NCc2ccc3c(c2)OCO3)nn1	-7	-1	15	-2	-2	-12	0.4	-4	-3	-2
Cc1cc(C)cc(N(CC(=O)N2CCC(C)CC2)S(=O)(=O)c2ccccc2)c1	1	-2	-11	-1	0	-13	-0.1	1	8	1
N#Cc1cc(N2CCCCC2)c([N+](=O)[O-])cc1C#N	3	-8	-7	2	4	8	0.1	-1	2	2
CCOc1ccc(/C=C/C(=O)C(C(N)=O)=C2SCCS2)cc1	-28	7	-13	-4	-25	-12	-5.6	-1	-3	5
CN(C(=O)CC1C(=O)NCCN1C/C=C/c1ccccc1)C1CCOCC1 (stereo unspecified)	-6	-1	-15	-2	0	-12	-0.4	3	3	-5
Cc1cc2nc(-c3ccc(F)cc3)c(Cc3ccccc3)n2c(C)c1Br	-31	-4	16	-2	-31	11	1.2	2	0	-3
COc1cc(C2=NOC(C(=O)NC3CCCCC3)C2)cc(OC)c1OC (stereo unspecified)	1	0	3	-1	-1	-8	-0.4	1	5	11
COc1ccccc1CNC(=O)Cn1ccsc1=N	-4	0	2	-6	1	-2	0.5	1	0	2
COc1ccccc1/C=C/C=N/NC(=O)CN1CCN(Cc2ccccc2)CC1	-7	-8	-5	-9	-5	-7	-0.7	-5	-4	1
Cc1cccc(NC(=O)CSc2ccc(-c3cccs3)nn2)c1C	4	-3	3	0	4	5	0.2	-4	0	3
O=C(CC(c1ccccc1)c1ccccc1)OCn1nnc2ccccc2c1=O	-1	3	2	1	1	-2	0.3	4	-1	-2
O=C(COC(=O)c1cc(S(=O)(=O)N2CCOCC2)ccc1O)Nc1cc(S(=O)(=O)N2CCCC2)ccc1Cl	-8	0	-8	-3	4	8	-0.3	-2	1	6
CC1CCc2sc3nc(NCc4ccco4)n4ncnc4c3c2C1 (stereo unspecified)	-3	8	3	1	-1	1	-0.2	6	2	3
CCOC(=O)c1cnc(-c2ccccc2)nc1N1CCOCC1	-1	7	-7	-1	2	-1	0.3	8	1	1
O=C(NCc1ccncc1)C(=O)NCC(c1ccco1)N1CCN(c2ccccc2F)CC1 (stereo unspecified)	0	4	9	0	2	13	0.6	-1	0	0
CCN1C(=O)C2(/C(=C(\O)c3ccc4c(c3)OCCO4)C(=O)C(=O)N2CCCOC)c2ccccc21 (stereo unspecified)	3	2	-1	-1	1	-2	0.3	-2	-2	4
O=C(Nc1ccc(C(=O)N2CCCC2)cc1)Nc1ccc(Cl)cc1Cl	0	5	0	-1	-1	6	0.1	-3	-2	-2
C=CCNc1nc2ccccc2c(=O)[nH]1	-7	2	-6	-31	-6	-13	0.1	0	0	-1
N#Cc1ccc(/C=C2\CC3(OC(=O)c4ccc(Cl)cc4)CCCN2C3)cc1 (stereo unspecified)	0	9	x	3	-1	x	-0.1	-7	-3	-3
Cc1ccc(C(=O)NCCCN2CCOCC2)cc1S(=O)(=O)N1CCOCC1	-1	4	-2	5	10*	-9	0.6	4	3	1
O=C1CC(=C2c3ccccc3-c3ccccc32)C(=O)N1CCN1CCN(c2cccc(Cl)c2)CC1	-3	0	3	0	-5	1	-0.6	-1	-1	-2
COc1ccc(OC(=O)/C=C/c2ccc([N+](=O)[O-])cc2)cc1	5	-9	10	0	3	-4	-0.1	1	-1	-6
Cc1cccc(C(=O)OCC(=O)NCc2ccc3c(c2)OCO3)c1C	-10	3	-5	-5	-1	-1	-0.2	1	0	1
CCOC(=O)c1n[nH]n(-c2cc(Cl)cc(Cl)c2)c1=O	-6	5	-4	-5	-1	9	-0.9	5	1	-4
COc1ccccc1/C=N/NC(=O)C(C)Cn1cnc2ccccc21 (stereo unspecified)	-1	-6	12	1	7	4	0.2	1	4	-3
O=C(OCC1OC2C(Oc3nc(=O)ccn32)C1O)c1ccccc1 (stereo unspecified)	0	-4	-10	-6	1	2	-0.2	-4	-2	0
O=C(Nc1ccc(-c2cccc(F)c2)cc1)C1CCCN(Cc2ccccn2)C1 (stereo unspecified)	-12	7	-13	2	-4	12	0.6	-2	-2	8
COc1ccccc1CC(NC(C)=O)C(=O)NC1CCN(C(=O)c2ccc(C)cc2)CC1 (stereo unspecified)	-7	-8	-8	-3	-2	-15	0.3	2	-2	-4
COc1ccc(C(=O)NN(C)c2nc(-c3ccccc3)cc(C)c2S(C)(=O)=O)cc1	2	-3	7	0	1	-7	0.9	0	-1	0
C=CCSc1ncccc1C(=O)O	-1	-4	-5	-8	0	-6	0.2	2	3	1
C=CCNc1oc(-c2cccc(F)c2)nc1C#N	2	-5	11	-1	1	7	-0.3	2	1	0
CN(Cc1cnn(-c2ccc(F)cc2)c1)C(=O)[C@H]1O[C@@H](n2cnc3c(N)ncnc32)[C@H](O)[C@@H]1O	2	-1	5	3	3	1	0.4	-4	0	1
CCOC(=O)c1c(C)oc2ccc(OC(=O)COc3c(F)c(F)c(F)c(F)c3F)cc12	1	-1	-11	-3	-1	-7	-0.1	4	2	-3
Cc1ccc(-c2nnn(CC(=O)N3CCCCC3)n2)cc1	-6	3	4	1	0	7	-0.3	7	1	2

Individual results from the results shown:
COc1ccccc1CC(NC(C)=O)C(=O)NC1CCN(C(=O)c2ccc(C)cc2)CC1 (stereo unspecified) in Tn7 DDE FP: -8
O=C(OCC1OC2C(Oc3nc(=O)ccn32)C1O)c1ccccc1 (stereo unspecified) in KLK7 zymogen act: -0.2

Next part
compound	PLC-beta3 inh	Tn7 DDE FP	ASAP1 GAP inh	ADAM17 inh	PLCg1 inh	ARFGAP1 inhibitor	KLK7 zymogen act	MBD2 inh	UHRF1 binding	DDE Tn6 FP inh
CCOC(=O)C1=C(CN2c3ccccc3CC2C)NC(=O)NC1c1ccccc1 (stereo unspecified)	-23	-1	-3	-3	-23	-6	0.6	2	4	-4
CCC1CN(C(=O)N2CCC(C(=O)NCc3ccco3)CC2)c2ccccc2O1 (stereo unspecified)	-8	3	-10	-5	-2	-4	0.6	3	-2	-3
Cc1ccc(OCC(=O)NNC(=O)CSc2ncnc3sc(C)c(C)c23)cc1	-5	0	4	0	-2	-1	-0.2	-2	-1	4
Oc1ccc(/C=N/NC(=S)NC2CC3CCC2C3)cc1 (stereo unspecified)	-6	2	15	4	2	17	-1.4	-5	-4	-5
O=C(NCc1cccc(C(F)(F)F)c1)C1CC2Cn3c(nc4ccccc43)C2N1Cc1ccccc1 (stereo unspecified)	12*	-6	6	3	6	-3	0.3	5	3	2
COc1ccc(/C=C2/C(=N)N3N=C(CC(=O)N4CCCC4)SC3=NC2=O)cc1OC	-40	5	-6	-11	-22	-9	-0.7	-2	0	3
COC(=O)C1=C(C)N(c2ccccc2)C(=S)NC1c1ccccc1C(F)(F)F (stereo unspecified)	-4	3	9	3	2	19	0.5	-2	44*	6
Cc1ccc(-n2c(=S)[nH]c3c(oc4ccccc43)c2=O)cc1	-2	-4	-2	-6	1	9	-0.3	7	1	-9
O=C(COC(=O)CNS(=O)(=O)c1ccc2ccccc2c1)Nc1ccccc1Sc1ccccc1	1	-1	8	6	1	30*	-1.5	3	-1	5
CN(C)S(=O)(=O)n1cc(/C=C(\NC(=O)c2ccccc2Cl)C(=O)NCCN2CCOCC2)c2ccccc21	-3	6	2	-3	12*	0	-0.2	-2	1	3
Cc1noc(C)c1CSc1nnc2scc(-c3ccccc3)n12	-2	4	-7	-5	5	0	0.2	3	1	-2
Cc1cccc(NC(=O)c2ccc(S(=O)(=O)N(C)C)cc2)n1	4	5	4	-2	3	-5	0.0	7	1	-2
CC(C)(C)c1ccc(C(=O)NCCCNC(=O)c2cccnc2)cc1	-5	2	2	1	1	6	-0.6	-1	-2	3
OC(CN1CCOCC1)CN1CCOCC1	1	4	11	-6	1	6	-0.2	5	3	-6
Cc1onc(-c2ccccc2)c1C(=O)N1CCN(Cc2ccccc2)CC1	-5	4	7	1	-2	15	0.3	-2	0	-2
C=C1C2(C(=O)Nc3ccc(SC(F)F)cc3)CCC(C2)C1(C)C (stereo unspecified)	7	-13	10	6	3	9	-0.1	1	3	-2
CCOc1ccc(NC(=O)c2ccc(NC(=O)COC(=O)Cc3ccc(OC)cc3)cc2)cc1	2	1	-9	-4	0	5	-0.2	3	0	13
c1cn(-c2ncnc3sc4c(c23)CCCC4)cn1	-10	-2	6	-9	-8	4	0.7	1	-1	-4
Nc1nonc1-n1nnc(C(=O)N/N=C/c2cc(Br)cs2)c1-c1ccccc1	-8	8	-1	-2	-3	-7	-0.1	-9	-2	-1
Cc1cccc(N2CCN(S(=O)(=O)c3cc(-c4cc(C)no4)ccc3C)CC2C)c1 (stereo unspecified)	-10	-4	-8	6	3	2	-0.4	-2	-2	-3
O=C(O)CN1C(=O)/C(=C/c2ccc(SCc3ccccc3)o2)SC1=S	-40	-5	-10	-2	-17	-11	0.5	-1	8	1
O=C(OCCC1Oc2cccnc2NC1=O)c1ccc([N+](=O)[O-])cc1 (stereo unspecified)	2	-9	11	9.1*	2	-13	-0.4	5	4	-6
CCOC(=O)c1cnc(SCC(=O)OC)nc1N	-2	5	11	-3	3	3	-0.2	0	1	-4
C=CCOc1ccc(C2/C(=C(\O)c3c(C)[nH]c(C(=O)OC)c3C)C(=O)C(=O)N2CCN(C)C)cc1 (stereo unspecified)	3	-6	6	-2	1	6	0.1	-4	0	5
COc1cccc(CNC(=O)c2cnc(-c3ccccn3)nc2C(F)(F)F)c1	1	-8	-3	0	2	5	0.3	-2	0	1
Cc1ccc2c(CN3CC(C)CC(C)C3)cc(=O)oc2c1 (stereo unspecified)	-1	-6	-7	-5	1	-7	-0.3	-4	1	-2
CC1(C)CC(C)(c2ccc(O)cc2O)N(c2ccc3ccccc3c2)C(=S)N1 (stereo unspecified)	0	-3	14	2	1	1	0.7	-2	-3	-4
CCCC[C@H]1COCCS(=O)(=O)N1Cc1ccc(C)cc1	3	-3	2	-2	-2	-6	-0.1	0	-4	8
COc1cc2c(cc1OC)C1CCc3cc4c(cc3C1N=C2)OCO4 (stereo unspecified)	-87	0	-5	-24	-60	-9	-2.4	2	8	-12

3 entries out of the list, ordered by heavy-atom count, falling.
compound	PLC-beta3 inh	Tn7 DDE FP	ASAP1 GAP inh	ADAM17 inh	PLCg1 inh	ARFGAP1 inhibitor	KLK7 zymogen act	MBD2 inh	UHRF1 binding	DDE Tn6 FP inh
Cc1cc2nc(-c3ccc(F)cc3)c(Cc3ccccc3)n2c(C)c1Br	-31	-4	16	-2	-31	11	1.2	2	0	-3
O=C(OCCC1Oc2cccnc2NC1=O)c1ccc([N+](=O)[O-])cc1 (stereo unspecified)	2	-9	11	9.1*	2	-13	-0.4	5	4	-6
Cc1cccc(NC(=O)c2ccc(S(=O)(=O)N(C)C)cc2)n1	4	5	4	-2	3	-5	0.0	7	1	-2
